High-throughput results from PubChem.
Akt phos inh – Akt phosphorylation inhibition; activity change, % for hits at 50 µM; Neuro2A IGF-stimulated pAkt S473 HTRF, 20 min; active compounds read low; 360,000 compounds, 0.32% hits; in the data active = activity change below about -80%; inconclusive = mostly about -51% to -80%; also: % is scaled to controls: 0 for no effect and ±100 for the full control effect
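Single-point screen (50 µM final compound) in Neuro2A cells stimulated 20 min with 6 nM IGF at 37 deg C. After lysis, Ser473-phosphorylated Akt read by HTRF (ex 330 nm, em 615/665 nm) as the 665/615 ratio.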
MmCpn inh – inhibitors of Methanococcus maripaludis chaperonin (MmCpn); purified Mm-Cpn ATPase, ADP Transcreener TR-FRET; AID 504842; Potency, µM (highest dose often 76.9 µM), inactives show at the top dose activity, negative = inhibition, hits mostly inhibitors; 330,000 compounds, 0.031% hits; also: potency is read from the fitted curve at half-maximal effect; % is scaled to controls: 0 for no effect and ±100 for the full control effect; nearly all actives have a fitted effect of over 80% in size
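Measured: ADP formation by purified Mm-CPN. Conditions: 25 nM protein, 10 uM ATP, Tris pH 7.4 with Mg2+, K+ and DTT, 37°C for 30 min. Detection: Transcreener HTRF after 30 min at room temperature.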
GLP-1R inv ag – acts as inverse agonist at human GLP-1 receptor | Potency, µM (highest dose often 38.3 µM), for the others: at the highest dose activity change, negative = inhibition, actives largely listed as inhibitors | P43220 | 410,000 compounds, 1.6% hits | HEK293 GLP-1R CRE-luciferase, luminescence, 24 h; GLP-1R form is constitutively active | AID 624417; also: potency is read from the fitted curve at half-maximal effect; % is scaled to controls: 0 for no effect and ±100 for the full control effect; nearly all actives have a fitted effect of over 55% in size
Target sequence (P43220 whole entry, looked up): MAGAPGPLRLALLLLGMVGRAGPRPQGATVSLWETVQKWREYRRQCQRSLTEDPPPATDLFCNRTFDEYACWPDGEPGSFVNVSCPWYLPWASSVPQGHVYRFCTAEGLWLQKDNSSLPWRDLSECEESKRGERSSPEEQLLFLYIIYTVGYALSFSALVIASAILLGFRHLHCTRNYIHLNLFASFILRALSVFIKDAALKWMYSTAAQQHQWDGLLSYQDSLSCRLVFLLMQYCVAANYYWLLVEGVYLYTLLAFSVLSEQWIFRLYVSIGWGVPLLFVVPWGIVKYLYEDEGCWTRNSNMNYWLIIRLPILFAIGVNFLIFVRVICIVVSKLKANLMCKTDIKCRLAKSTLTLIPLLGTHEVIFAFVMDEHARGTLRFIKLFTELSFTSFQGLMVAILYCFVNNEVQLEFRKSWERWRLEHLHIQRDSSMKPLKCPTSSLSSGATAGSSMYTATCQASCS
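HEK293 cells stably co-expressing a cAMP-responsive luciferase reporter and constitutively active GLP-1R were seeded, incubated 12 h, then exposed to compounds for 24 h at 37 C. Luminescence was read 12 min after detection reagent; inverse agonists lower signal.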
Abeta yeast res – restores growth of yeast expressing A-beta42 peptide; AID 1347071; 410,000 compounds, 0.063% hits; yeast expressing A-beta42, growth rescue, OD600, 48 h; response scale: 0% DMSO, 100% iron-clioquinol control; Potency, µM (doses to about 46.1 µM), for the others: at the top dose growth rescue, usual class: activators; also: potency is read from the fitted curve at half-maximal effect; nearly all actives have a fitted effect of over 55% in size
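Yeast A-beta toxicity model in growth medium with pinned compounds, 48 h at 30 C; growth read as absorbance at 600 nm. Normalized to FeCl3/clioquinol equimolar mix (positive) and DMSO (negative).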
FUS yeast rescue – FUS proteinopathy suppression in yeast. S. cerevisiae FUS-expressing, growth rescue, OD600, 24 h. AID 1347120. 390,000 compounds, 0.24% hits. Potency, µM (titrated, usually from 76.6 µM), inactives show at the highest dose growth rescue (activation), hits mostly activators;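 also: potency is read from the fitted curve at half-maximal effect; plate controls were DMSO vehicle for no effect and reference control for full effect; nearly all actives have a fitted effect of over 55% in size; some results filed as inactive show a strong effect at the top dose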
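FUS-expressing yeast, raffinose-pregrown, induced in 2% galactose minimal medium at OD 0.005; compounds in a dilution series, 24hr at 30C. Growth restoration read as absorbance at 600 nm. CP55940 positive control, DMSO negative.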
aSyn yeast inh – rescues yeast growth from alpha-synuclein toxicity; Potency, µM (series often up to 46.1 µM), without a hit: at the highest dose growth rescue (activation), actives largely listed as activators; AID 652106; Yeast expressing alpha-synuclein, growth rescue, BacTiter-Glo, 24 h; 370,000 compounds, 0.14% hits; also: potency is read from the fitted curve at half-maximal effect; % of control where 0% means no effect; nearly all actives have a fitted effect of over 65% in size
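Readout is rescue of growth in alpha-synuclein-expressing yeast, so inhibitors of toxicity appear as activators. Growth after 24 hr at 30 deg C in galactose medium is quantified by luminescence.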
HEK293 tox – cytotoxicity counter-screen for GLP-1 receptor inverse agonists; Potency, µM (doses to about 38.3 µM), inactives show at the top dose activity change, negative = inhibition, actives largely listed as inhibitors; 410,000 compounds, 0.13% hits; HEK293 cAMP-luciferase reporter cells, luminescence, 24 h;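 also: loss of luciferase light is scored as toxicity; potency is read from the fitted curve at half-maximal effect; % is scaled to controls: 0 for no effect and ±100 for the full control effect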
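A 23 nL compound transfer followed 12 hours of cell culture at 37 deg C; exposure then lasted 24 hr. Luciferase assay detection reagent was dispensed and plates read for luminescence after a 12 min room-temperature wait.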
PTHR1 agonist – activates the human parathyroid hormone receptor PTHR1. HEK293 GP2 PTHR1 cells, GloSensor cAMP luminescence, 1 h. 410,000 compounds, 0.075% hits. Q03431. Potency, µM (doses to about 115 µM), for inactives: top-dose activation, usual class: activators; also: potency is read from the fitted curve at half-maximal effect; nearly all actives have a fitted effect of over 55% in size; some results filed as inactive show a strong effect at the top dose; inactives centre near -15; many of its hits are not listed in these tables
Target sequence (Q03431 whole entry, looked up): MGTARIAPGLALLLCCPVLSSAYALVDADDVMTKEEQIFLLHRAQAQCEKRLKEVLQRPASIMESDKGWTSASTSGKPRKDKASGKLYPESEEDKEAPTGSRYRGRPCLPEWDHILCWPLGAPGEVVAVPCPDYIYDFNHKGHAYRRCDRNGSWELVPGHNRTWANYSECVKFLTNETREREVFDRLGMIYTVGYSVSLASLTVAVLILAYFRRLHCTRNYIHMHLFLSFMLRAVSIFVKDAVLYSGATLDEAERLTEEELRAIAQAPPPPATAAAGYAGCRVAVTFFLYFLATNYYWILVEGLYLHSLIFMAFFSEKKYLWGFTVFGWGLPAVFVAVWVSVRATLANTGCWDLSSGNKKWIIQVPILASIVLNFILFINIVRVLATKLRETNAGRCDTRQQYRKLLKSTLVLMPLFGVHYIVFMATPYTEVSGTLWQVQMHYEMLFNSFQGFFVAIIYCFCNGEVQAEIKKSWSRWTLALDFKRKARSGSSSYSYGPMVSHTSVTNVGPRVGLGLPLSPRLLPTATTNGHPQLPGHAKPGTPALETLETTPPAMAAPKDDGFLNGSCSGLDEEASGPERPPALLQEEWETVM
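HEK-293-derived GP2 cells expressing PTHR1 and a GloSensor cAMP reporter, 3,000/well, plated overnight, given luciferin plus IBMX (each 0.5 mM as added) for 1 h at 37 °C, then compound for 1 h at 37 °C. Luminescence was read after 15 min at room temperature.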
TDP-43 yeast inh – inhibitors of TDP-43 toxicity in yeast. TDP-43 expressing yeast growth rescue, BacTiter-Glo, 24 h. 410,000 compounds, 1.8% hits. AID 652104. Potency, µM (highest dose often 46.1 µM), for the others: top-dose growth rescue (activation), hits mostly activators; also: potency is read from the fitted curve at half-maximal effect; % of control where 0% means no effect; nearly all actives have a fitted effect of over 50% in size
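Readout is BacTiter-Glo luminescence of cell growth, so inhibitors register as activators. TDP-43-expressing yeast at OD600=0.02 in galactose medium, after raffinose pregrowth to mid-log, were incubated with compound for 24 hr at 30 deg C.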
Starred values were filed as active, the others as inactive; i = inactive; ? = inconclusive; . = not tested or not shown; & = joins results of further samples; [ ] = remark or other dose. Unless noted, calls follow the shape of the dose curve; as a rule, active = well fitted curve in the direction sought with a large enough effect; inconclusive = small, poorly fitted or top-dose-only effect, or another doubt; inactive = no such curve, though single readings can be large; an effect the other way counts as inactive or inconclusive. Some of the compounds tested; rates above refer to the full screens.

SMILES	Akt phos inh	MmCpn inh	GLP-1R inv ag	Abeta yeast res	FUS yeast rescue	aSyn yeast inh	HEK293 tox	PTHR1 agonist	TDP-43 yeast inh
Fc1ccccc1Cc1noc(CN2CCC(OCc3cccnc3)CC2)n1	i	1%	-18%	-4%	12%	-1%	-7%	i	-15%
COc1cccc(NC(=O)CN(C)CC(=O)c2c(N)n(Cc3ccccc3)c(=O)n(C)c2=O)c1	i	0%	4%	3%	-15%	-2%	-32%	i	1%
O=C(O)C1CCN(C(=O)OCc2ccccc2)CC1	i	-1%	3%	-4%	24%	-3%	-11%	i	2%
CC(C)C(=O)Nc1cccc(C(=O)NCc2ccc(S(N)(=O)=O)cc2)c1	i	-5%	-3%	9%	-11%	-13%	-9%	-18%	0%
O=C(c1ccc(Cl)c(S(=O)(=O)N2CCCCCC2)c1)N1CCN(c2ccccc2O)CC1	i	-5%	-14%[0.307 µM]	7%	30%	1%	-10%[0.307 µM]	-39%[inhibitor]	10%
O=C(CSc1nc2ncc(Cl)cc2[nH]1)NCC(=O)Nc1ccc(F)c(F)c1F	i	-1%	0%	-9%	5%	0%	-1%	i	-19%
CC1=C(C(=O)N(C)C)CC(CC(=O)NC(c2ccccc2)c2ccccc2)C(=O)N1CCCN1CCCC1=O (stereo not drawn)	i	.	11%	-2%	6%	0%	2%	-11%	24%
Cn1c(N)c(C(=O)COC(=O)c2cccc(S(=O)(=O)N3CCOCC3)c2)c(=O)n(C)c1=O	i	-3%	9%	-6%	.	-8%	-17%	-20%	21%
CC1(C)CC(=O)C2=C(C1)Nc1ncnn1C2c1ccccn1 (stereo not drawn)	i	0%	-8%	10%	-1%	5%	-4%	i	9%
CC(NC(=O)COc1cccnc1[N+](=O)[O-])c1ccc(Cl)cc1 (stereo not drawn)	i	2%	?	-3%	7%	4%	-10%	-13%	14%
O=C(Nc1ccccc1N1CCCC1)c1cccc(F)c1	i	0%	?	7%	-9%	6%	0%	i	23%
COc1ccc(Cl)cc1NC(=O)Nn1cnnc1	i	-1%	-23%	17%	15%	5%	-18%	i	24%
CCCCCC(=O)Nc1ncc2c(n1)CC(c1cccs1)CC2=O (stereo not drawn)	i	0%	-17%	11%	4%	2%	-24%	i	?
Cc1[nH]c(=O)[nH]c1C(=O)CCCCC(=O)OCC(=O)Nc1ccccn1	i	-4%	12%	-7%	.	15%	-21%	-10%	-9%
COc1cccc(NC(=O)c2cccnn2)c1	i	0%	10%	-21%	-31%	-3%	3%	i	-2%
Cc1ccc(S(=O)(=O)NCCC(=O)N2CCN(c3cccc(Cl)c3)CC2)cc1C	i	-3%	?	-2%	.	15%	-2%	-12%	?
O=C(NCCN1CCOCC1)C1CCN(c2nc3ccccc3o2)CC1	i	-2%	49%[activator]	-2%	-9%	1%	8%	i	-9%
COc1cc(OC)c(NC(=O)C2=C(C)C(=O)OC23CCCCCC3)cc1Cl	.	.	-27%	8%	13%	.	-5%	-1%	9%
CCCCNC(=O)CCc1nc2cccnc2n1Cc1ccccc1	i	0%	-24%	-2%	-11%	4%	-9%	i	12%
O=C(CCCn1cc([N+](=O)[O-])cn1)NC1CCCCCC1	i	0%	-2%	-9%	-4%	0%	-2%	-19%	1%
Fc1ccccc1NC(=S)NCc1ccc2c(c1)OCO2	i	0%	1%	-4%	.	-9%	-9%	-15%	15%
OC(CCN1CCCCC1)(c1ccccc1)c1ccccc1	i	-3%	-3%	-15%	-38%	0%	-5%	-24%	17%
CCNC(=S)N(CCc1c(C)[nH]c2ccccc12)Cc1cccnc1	i	0%	6%	-3%	4%	-10%	1%	-11%	16%
CN1C2CCC1CC(NC(=O)c1ccc([N+](=O)[O-])cc1)C2 (stereo not drawn)	i	-1%	?	-13%	24%	-4%	-5%	-24%	-18%
N#Cc1ccc(COC(=O)CSc2nnc(C3CCCCC3)n2N)cc1	i	0%	8%	5%	10%	-2%	3%	i	-4%

Another view of 2 compounds above:
molecule,Akt phos inh,MmCpn inh,GLP-1R inv ag,Abeta yeast res,FUS yeast rescue,aSyn yeast inh,HEK293 tox,PTHR1 agonist,TDP-43 yeast inh
CN1C2CCC1CC(NC(=O)c1ccc([N+](=O)[O-])cc1)C2 (stereo not drawn),i,-1%,?,-13%,24%,-4%,-5%,-24%,-18%
N#Cc1ccc(COC(=O)CSc2nnc(C3CCCCC3)n2N)cc1,i,0%,8%,5%,10%,-2%,3%,i,-4%

(further entries)
SMILES	Akt phos inh	MmCpn inh	GLP-1R inv ag	Abeta yeast res	FUS yeast rescue	aSyn yeast inh	HEK293 tox	PTHR1 agonist	TDP-43 yeast inh
COc1ccc(CNC(=O)C2CCN(c3nc4ccccc4[nH]3)CC2)c(OC)c1	.	.	-3%	-8%	3%	.	-13%	-8%	-5%
CCCS(=O)(=O)c1c(S(=O)(=O)CCC)c2cc(CC)ccn2c1C(=O)c1ccc(OC)cc1	.	.	-18%	-1%	-9%	.	2%	-8%	1%
Cc1cc(C)c([N+](=O)[O-])cc1NC(=O)CCS(=O)(=O)c1ccccc1	i	0%	-1%	-5%	-17%	1%	1%	i	16%
O=C(NCCc1ccccc1)c1c(F)cccc1F	i	2%	?	5%	3%	2%	-3%	i	15%
CCc1ccc(C(O)c2ncc(-c3ccc(C(F)(F)F)cc3)[nH]2)cc1 (stereo not drawn)	i	.	-25%	-17%	-20%	-5%	-4%	i	19%
COc1ccc(OC)c(Cc2nnc(CCC(=O)NC(C3CC3)C3CC3)o2)c1	i	-6%	-14%	-9%	16%	-1%	5%	i	-19%
CCN(C(=O)COC(=O)c1ccc(C)c(S(=O)(=O)N2CCOCC2)c1)C1CCS(=O)(=O)C1 (stereo not drawn)	i	?	-8%	-19%	22%	-5%	-5%	4%	1%
COc1ccc2cc(C(c3nnnn3CCc3ccccc3)N3CCCC(C)C3)c(=O)[nH]c2c1 (stereo not drawn)	i	-3%	-7%	-8%	31%	2%	-18%	i	-23%
O=C(CSCc1ccc(Br)cc1)N=Nc1c(O)[nH]c2ccccc12	i	0%	?	2%	28%	0%	-5%	-3%	2%[9.22 µM]
CCOC(=O)N(C)C[C@H]1OCc2cnnn2CCCC(=O)N([C@H](C)CO)C[C@H]1C	i	.	-2%	-1%	-35%	1%	1%	-23%	19%
CC1(C(=O)Nc2cccnc2)Cc2c(-c3ccc4c(c3)OCO4)ccnc2O1 (stereo not drawn)	i	.	-31%	7%	9%	5%	?	1%	-9%
CCC(C)Sc1ccc(-c2nc3cnccn3c2NC2CCCCC2)cc1 (stereo not drawn)	i	-3%	?	-30%&-24%	?	-18%&-35%	127%[activator]	-88%&-32%[inhibitor]	-36%&-79%[inhibitor]
CC1(C)C(=O)NCCN1C(=O)CSc1nccc(-c2ccc(Br)cc2)n1	i	-1%	-9%	10%	-1%	-4%	-26%	-22%[57.5 µM]	-5%
Cc1cccc(OCCn2cc(/C=N/NC(=O)c3ccncc3)c3ccccc32)c1	i	0%	?	6%	40%	-1%	?	-36%	17%
O=C1/C(=C/c2cccs2)SC(=S)N1N1CCOCC1	i	1%	-26%	-2%	15%	-3%	-7%	-8%	-7%
COCCN(CCOC)C(=O)c1cc2sc3ccccc3c2s1	i	-4%	8%	-19%	14%	-2%	-23%	-5%[57.5 µM]	?
CC(NC(=O)c1ccc(NC(=O)c2nsc3ccccc23)cc1)c1ccccc1 (stereo not drawn)	.	.	?	-13%	15%	.	3%	-55%[inhibitor]	23%
Cc1ccc(NC(=O)C2(C)CCCN(C(C)C)C2)cc1C (stereo not drawn)	i	.	0%	-4%	-17%	0%	9%	i	12%
COc1ccc(CCC(=O)Nc2cc3c4c(c2)CCC(=O)N4CCC3)cc1	i	0%	3%	-17%	12%	0%	-1%	i	-2%
NC(=O)CC(NC(=O)c1ccccc1)c1ccc(NCc2ccc(F)cc2)c([N+](=O)[O-])c1 (stereo not drawn)	i	2%	-23%	-6%	3%	2%	-12%	-29%	-4%
CCN1CCN(CCNC(=O)c2ccc3c(c2)N(Cc2ccc(F)cc2)C(=O)c2ccccc2S3=O)CC1 (stereo not drawn)	i	0%	?	3%	-1%	-2%	-5%	-25%	-7%
Cc1onc(C(=O)Nc2c(C)n(C)n(-c3ccccc3)c2=O)c1[N+](=O)[O-]	i	-1%	21%	5%	13%	-13%	-2%	-2%	-17%
COc1cc(CNC(=O)c2cc(-c3ccc(F)cc3OC)n[nH]2)cc(OC)c1	i	.	-18%	8%	17%	1%	4%	i	0%
Cc1ccc(O)c(C(=O)c2cnc3c(c2)c(C)nn3C)c1	i	-2%	57%[activator]	-1%	-4%	5%	-1%	-2%	16%
Cc1ccc(NC(=O)CSc2nnc(-c3ccncc3)s2)cc1	i	0%	6%	-14%	2%	?	7%	i	-5%
O=C1CSC(c2cccnc2)N1c1ccc(F)cc1 (stereo not drawn)	i	0%	4%	19%	13%	0%	4%	i	20%
O=C(c1cc(-c2ccco2)on1)N1CCOCC1	i	1%	4%	-17%	27%	6%	7%	i	-2%
COc1ccc(C2C(CC(=O)O)=C(O)C(=O)N2c2ccccc2)cc1 (stereo not drawn)	i	0%	9%	17%	31%	-1%	-8%	i	9%
CN(C)CCCNc1ccc(-c2nn(C)c(=O)c3ccccc23)cc1[N+](=O)[O-]	i	3%	5%	-4%	20%	-1%	5%	-24%	14%
COc1ccc(NC(=O)c2onc(C)c2Cl)cc1OC	i	2%	27%	-12%	-12%	-3%	-1%	-4%	-12%
